Screening results as filed in PubChem.
Furin inh = human furin inhibitors, primary screen, biochemical, fluorescence intensity. P09958. purified furin, fluorogenic substrate cleavage. inhibition, % at 30 µM. 0.061% of 220,000 active. AID 463115, 2010; in the data active means inhibition above about 25%; further: inactives centre near -15
EBV gp42 inh = Epstein-Barr virus gp42 inhibitors, primary screen, biochemical, uHTS, fluorescence polarization; Glycoprotein 42 (Epstein-Barr virus (strain AG876)), Q1HVG2; Fluorescence polarization binding assay, mP read-out; inhibition, % (tested at 21.74 µM); 0.42% of 220,000 active; AID 1085, 2008; in the data active means inhibition above about 50%
Target sequence (Q1HVG2 whole entry, looked up): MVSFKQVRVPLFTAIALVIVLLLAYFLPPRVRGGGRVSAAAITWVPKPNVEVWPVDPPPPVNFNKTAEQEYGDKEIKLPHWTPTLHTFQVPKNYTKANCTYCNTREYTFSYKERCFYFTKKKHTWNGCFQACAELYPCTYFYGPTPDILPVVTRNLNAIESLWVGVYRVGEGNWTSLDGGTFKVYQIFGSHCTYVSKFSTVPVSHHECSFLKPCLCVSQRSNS
zfTRPN1 agonist = zebrafish TRPN1 channel agonists, primary screen, cell-based, HEK293, calcium fluorescence; HEK293 zebrafish TRPN1-YFP, Fluo-8 calcium fluorescence; 100% = response to 87 µM carbachol; activation, % at 3 µM; 0.18% of 220,000 active;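 active means activation above its plate's cutoff, the mean activation of test wells on that plate plus 3 SD, cut at about 19% in these data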;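 further: 0% = DMSO alone and 100% = 87 µM carbachol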
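Material – zebrafish TRPN1-YFP in HEK293 cells · Doses – 3 µM single point · Schedule – dye 1 h 37 °C plus 30 min RT · Signal – Fluo-8 calcium fluorescence, excitation 470-495 nm, emission 515-575 nm · Read-out – % activation versus carbachol response · Control set – carbachol high, DMSO low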
Calpain2 inh = inhibitors of pig calpain II, primary screen, biochemical, fluorogenic peptide substrate, 1536-well; purified calpain II, 30 min; inhibition, % at 16 µM; 0.37% of 220,000 active;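 active means inhibition above about 50%, limit read from the data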
Thrombin inh = human alpha-thrombin inhibitors, primary screen, counter-screen for coagulation protease inhibitor project, biochemical, 1536-well, fluorogenic AMC substrate | Prothrombin (Homo sapiens), P00734 | Boc-VPR-AMC fluorogenic substrate cleavage | inhibition, % at 5 µM | 0.26% of 220,000 active;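 active means inhibition at or above 40%; inactive means inhibition below 40%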;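 further: 0% = enzyme with no compound and 100% = wells without enzyme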
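Material: human alpha-thrombin enzyme / Medium: pH 7.5 Tris (50 mM) with NaCl 150 mM, Tween 20 0.05% / Compound: single-point dosing at 5 µM, 0.2% DMSO / Incubation: enzyme reaction carried out at room temperature / Detection: AMC fluorescence, 355/460 nm / Read-out basis: percent inhibition scaled between no-compound controls and no-enzyme blanks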
TRPML3 ag = human TRPML3 channel agonists, primary screen, cell-based, HEK293 TRPML3-YFP, Fluo-8 calcium fluorescence, 3 µM; 100% = the carbachol control signal; 0.29% of 220,000 active; activation, % at 3 µM; Mucolipin-3 (Homo sapiens), Q8TDD5;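 active means activation above its plate's cutoff, the mean activation of the plate's test wells plus 3 SD, cut at about 12% in these data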;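 further: 0% = DMSO only wells and 100% = carbachol wells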
Target sequence (Q8TDD5 whole entry, looked up): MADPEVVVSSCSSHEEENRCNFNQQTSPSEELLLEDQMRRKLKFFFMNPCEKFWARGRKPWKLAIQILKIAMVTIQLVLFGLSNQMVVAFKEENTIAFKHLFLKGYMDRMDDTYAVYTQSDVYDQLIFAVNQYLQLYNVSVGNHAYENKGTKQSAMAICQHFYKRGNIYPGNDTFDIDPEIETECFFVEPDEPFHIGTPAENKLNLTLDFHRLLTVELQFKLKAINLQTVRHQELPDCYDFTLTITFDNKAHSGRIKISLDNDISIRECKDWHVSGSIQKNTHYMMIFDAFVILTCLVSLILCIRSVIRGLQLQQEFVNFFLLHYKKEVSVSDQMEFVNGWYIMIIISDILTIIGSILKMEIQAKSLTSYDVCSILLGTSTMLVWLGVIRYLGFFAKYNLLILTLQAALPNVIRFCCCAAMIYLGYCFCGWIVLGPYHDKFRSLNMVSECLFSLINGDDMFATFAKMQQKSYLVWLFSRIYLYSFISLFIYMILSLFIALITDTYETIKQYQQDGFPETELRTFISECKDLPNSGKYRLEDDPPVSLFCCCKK
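Test system: HEK293 cells stably carrying human TRPML3-YFP; Doses: single dose, 3 µM final nominal compound, 0.3% DMSO final; Schedule: dye loading 1 h 37 °C then 30 min ambient, 125 s read; Technique: Fluo-8 calcium fluorescence; Benchmarks: high control carbachol 87 µM, low control DMSO.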
PPC-1+TRAIL kill = compounds killing PPC-1 cancer cells with TRAIL present, primary screen, TRAIL potentiator project, ATPLite luminescence, uHTS. PPC-1 cells + TRAIL, ATPLite viability luminescence. cell killing (% activity), % at 4 µM. 0.41% of 220,000 active;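 active means cell killing above 50% in the first pass at 4 µM, then a duplicate retest at 5 µM averaging 50% or more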;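 further: plate controls were cells with TRAIL plus DMSO for no effect and medium-only wells lacking cells for full effect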
Cl transport mod = KCC2 cotransporter modulators, thallium flux, primary screen, cell-based, HEK293 KCC2, FluoZin-2 fluorescence, MLSMR | Solute carrier family 12 member 5 (Homo sapiens), Q9H2X9 | KCC2 cells, thallium flux FluoZin-2 fluorescence | B-score of Tl+ flux slope (higher = more flux/activation; lower = inhibition) at 10 µM | 2.2% of 190,000 active;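 active means thallium flux slope and its plate-corrected score both differing from the plate sample mean at a set confidence after two filtering rounds, in either direction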;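 further: slope of fluorescence scaled to starting intensity during 10 to 20 s after thallium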
TbHK1 inh = Trypanosoma brucei hexokinase 1 inhibitors, primary screen, biochemical, G6PDH-coupled NADH absorbance, MLSCN library; inhibition, % at 10 µM; hexokinase 1 [Trypanosoma brucei]; AID 1430, 2008; 0.11% of 220,000 active; recombinant TbHK1, G6PDH-coupled NADH A340;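 active means inhibition of 50% or more in the single-dose primary screen; inactive means inhibition below 50%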
The depositor's hits bear a star; i = inactive; nt = not tested or not shown; & = joins results of further samples; [ ] = remark or other dose. Not all compounds are listed; count on the stated rates, not on these rows.

The line under a structure holds: Furin inh, EBV gp42 inh, zfTRPN1 agonist, Calpain2 inh, Thrombin inh, TRPML3 ag, PPC-1+TRAIL kill, Cl transport mod, TbHK1 inh
- Cc1nc2ccc(Cl)cc2c(-c2ccccc2)c1C(=O)O
 : -16, 15, 0.2, -18, 5, 0.6, 26, 0.0099, 0
- O=c1c2ccccc2[nH]c(=S)n1-c1ccc(Br)cc1
 : -28, -13, -1.4, -13, -5, 0.5, 16, 20*, 1
- O=C1NC(=O)N(Cc2ccccc2Cl)C(=O)/C1=C/c1cccs1
 : -3, -3, 0.7, -8, 11, 0.2, 21, 0.64, 10
- CCN(CC)S(=O)(=O)c1cc(NC(=O)C(C)N2CC=C(c3ccccc3)CC2)ccc1C (stereo not given)
 : -14, -11, -0.9, 31, -8, 0.3, 14, 0.86, -10
- CN1/C(=C\C=C2C(=O)NC(=O)NC2=O)C(C)(C)c2ccccc21
 : 28*, -314, 42*, 21, 18, 17*, 1, i, 9
- CC(=O)c1c(C)[nH]c(C(=O)N2CCC3(CC2)OCCO3)c1C
 : -32, -20, 1.7, 7, 9, 0.6, 14, 0.15, 4
- O=c1[nH]c(=S)n(-c2ccccc2)c(O)c1/C=N/N1CCOCC1
 : 1, -27, 0.7, -3, -6, 0.5, 17, 2.3, -24
- CNC(=O)Oc1cccc(-c2cn3cc(OC(=O)NC)ccc3n2)c1
 : -7, 20, 0.2, -107, -10, 0.1, -8, 0.029, -14
- O=C(CF)NC(NC(=S)Nc1cccc([N+](=O)[O-])c1)C(Cl)(Cl)Cl (stereo not given)
 : -21, -10, 1.0, 12, 2, 0.5, 10, -0.04, -8
- Cc1nc2cc(F)ccc2n1C1CCN(Cc2nnnn2CCc2ccccc2)CC1
 : -22, 2, 3.7, -20, 6, 3.4, 24, nt, -12
- Cc1ccc(NC(=O)c2snnc2C)cc1Cl
 : -26, -11, 0.1, -16, -2, 0.6, -7, 0.29, -5
- COC(=O)c1cncn1C(C)c1ccccc1 (stereo not given)
 : -14[20 µM], -15, -0.6, -32, -6, 0.1, -4, -0.28, 4
- CCC(=O)Nc1cc(C(=O)N2CCC3(CC2)OCCO3)ccc1S(=O)(=O)c1ccc(C)cc1
 : -22, -8, 1.0, -14, -6, 0.3, -2, 0.96, 3
- CCN1C(=O)C(=Cc2ccc(N3CCOCC3)o2)C(=O)N(CC)C1=S
 : -6, -232, 12, 9, -1, 4.7, 3, -2, -8
- COc1cccc(C(=O)C2CCCN(Cc3ccon3)C2)c1 (stereo not given)
 : -13, -4, 2.0, -16, -11, 0.5, 7, 0.69, 6
- C/C(=N\N1CCCCCC1)c1c(O)n(-c2ccc(Cl)cc2)c(=O)[nH]c1=O
 : -25, -10, 1.8, -5, 2, 0.8, 10, 0.79, -10
- Cc1cccc(-n2c(O)c(C=NCCN3CCCCC3)c(=O)[nH]c2=O)c1
 : 16, -18, 4.2, -15, -8, 0.9, 11, 1.9, -4
- CN1C(=O)C(=Cc2sc(=O)n(-c3ccccc3)c2N(C)C)C(=O)N(C)C1=O
 : 8, -134, 3.8, 7, -11, 2.1, -1, 0.4, -4
- CCC(=NCc1ccco1)c1c(O)n(-c2ccc(Cl)cc2)c(=O)[nH]c1=O
 : -30, -4, 0.1, 29, -8, 1.8, 5, -0.16, 5
- C=CCn1c(O)c(C(C)=NC2CC2)c(=O)[nH]c1=O
 : -10, 2, 1.4, 20, -2, 0.7, -19, 0.031, 2
- CCCCN1C(=N)C(CC)(CC)C(=O)NC1=O
 : -2, 13, -0.2, 10, -6, 0.8, 22, 0.53, 17
- CN1CCC2(CC1)C(C#N)=C(N)NC(S)=C2C#N
 : -10&-11, -2&-1, 0.9&1.4, 12&16, 6&5, 0.5&1.0, 8&22, 0&0.12, 1&-6
- CS(=O)(=O)N1CCCC(C(=O)N2CCC3(CC2)OCCO3)C1 (stereo not given)
 : -26, -11, 1.4, 1, -3, 0.5, -19, nt, -6
- CCCn1cc(CN2CCCC(C(=O)c3cccc(OC)c3)C2)c(C)n1 (stereo not given)
 : -11, -3, 1.8, 25, -7, 0.1, 13, nt, 3
- Cc1cc(S(=O)(=O)NCc2ccccc2)ccc1OCC(=O)N1CCN(C)CC1
 : -19[20 µM], -4, 0.2, -48, -12, 0.6, 7, 0.2, -2
- CC(=O)Nc1ccccc1C(=O)OCC(=O)c1ccccc1Cl
 : -13, -3, -0.9, 2, -10, -0.4, 1, -0.29, -5
- O=C1NC(=O)[C@]2(Cc3ccccc3N3CCN(c4ccccc4)CC32)C(=O)N1c1ccccc1 (stereo not given in full)
 : -12, 5, 1.2, -237, 1, 0.1, 4, nt, -10
- Nc1cccc(N=Cc2c(O)n(Cc3ccc(F)cc3)c(=O)[nH]c2=O)c1
 : -27[20 µM], -18, -0.3, -9, -5, -0.4, -2, 1.5, -13
- COc1ccc(-n2c(O)c(C(C)=NC3CC3)c(=O)[nH]c2=O)cc1
 : -27, 3, 0.6, -26, -4, 0.0, 21, -0.18, -2
- COC(=O)c1ccccc1OP(=O)(c1cccc([N+](=O)[O-])c1)c1cccc([N+](=O)[O-])c1
 : -16, -6, 0.0, -21, 0, 0.6, 7, 0.56, -10

In the list so far, these contain an aryl methoxy group:
The line under a structure holds: Furin inh, EBV gp42 inh, zfTRPN1 agonist, Calpain2 inh, Thrombin inh, TRPML3 ag, PPC-1+TRAIL kill, Cl transport mod, TbHK1 inh
- COc1cccc(C(=O)C2CCCN(Cc3ccon3)C2)c1 (stereo not given)
 : -13, -4, 2.0, -16, -11, 0.5, 7, 0.69, 6
- CCCn1cc(CN2CCCC(C(=O)c3cccc(OC)c3)C2)c(C)n1 (stereo not given)
 : -11, -3, 1.8, 25, -7, 0.1, 13, nt, 3
- COc1ccc(-n2c(O)c(C(C)=NC3CC3)c(=O)[nH]c2=O)cc1
 : -27, 3, 0.6, -26, -4, 0.0, 21, -0.18, -2

The results go on.
The line under a structure holds: Furin inh, EBV gp42 inh, zfTRPN1 agonist, Calpain2 inh, Thrombin inh, TRPML3 ag, PPC-1+TRAIL kill, Cl transport mod, TbHK1 inh
- CCc1ccc(N2C(=O)NC(=O)/C(=C/c3ccsc3)C2=O)cc1
 : -22, -7, 1.2, -34, -13, 0.8, 18, -0.16, -3
- CCN1C(=O)N(CC)C(=O)C2(Cc3ccccc3N3CCN(c4ccccc4)CC32)C1=O (stereo not given)
 : -3, 0, 0.5, 3, 4, -0.8, 18, -0.7, -5
- COc1ccc(OC)c(-n2c(O)c(C=Nc3c(C)n(C)n(-c4ccccc4)c3=O)c(=O)[nH]c2=S)c1
 : 8, -16, 0.9, 20, -2, 0.7, 7, nt, -16
- CN1CCN(c2cccc3c2C(=O)c2ccccc2C3=O)CC1
 : -7, 21, -1.1, 26, 25, -0.3, 2, -0.28, -4
- CC1(C)C(C(=O)NN2C(=O)c3ccccc3C2=O)C1(C)C
 : -8[20 µM], -17, -0.6, -3, 3, 0.1, 12, -0.002, -2
- Cc1nc2cc(-c3cccc(F)c3)nn2c(C)c1CCC(=O)N1CCC2(CC1)OCCO2
 : -30, -13, 0.2, -120, 3, 0.3, -2, nt, -17
- CN1CN(c2cccc([N+](=O)[O-])c2)CN=C1N[N+](=O)[O-]
 : -33, -4, -0.7, -17, -3, 0.8, 15, -1.1, -1
- O=C(O)c1sc2cc(Cl)ccc2c1Cl
 : -18, -7, -0.1, -1, -9, 0.2, 3, -2.3, -7
- COC(=O)c1cc2c(s1)=NC=NP=2(N1CCOCC1)N1CCOCC1
 : -26, -24, 1.5, -13, 3, 0.9, 8, -0.89, -23
- O=c1[nH]c(=S)[nH]c(O)c1N=Nc1ccc(SC(F)F)cc1
 : -5, -30, 0.0, 31, -9, 0.7, 30, 42*, 6
- O=c1c2ccccc2nc(Cc2ccccc2)n1-c1ccccc1O
 : -20, -1, -1.3, 22, -2, 0.2, 20, -0.18, -5
- N#Cc1cc2c(nc1SCC(=O)Nc1cc(Cl)ccc1Cl)C1CCN2CC1
 : -4[20 µM], -14, 0.4, 24, 2, -0.3, 16, -1.6, 6
- O=C(Nc1ccc2ccccc2c1)c1nn(C23CC4CC(CC(C4)C2)C3)cc1Br
 : 1[20 µM], -8, 1.2, -6, 2, 0.5, 16, nt, -8
- CN(C)C(=O)O/N=C(\N)COc1ccc(C(C)(C)C)cc1
 : -7, -1, 3.1, -3, 0, 0.6, 21, -0.76, 9
- CCCC1COC(Cn2cncn2)(c2ccc(Cl)cc2Cl)O1 (stereo not given)
 : -9[20 µM], -14, -1.1, 9, -9, 0.2, -1, 0.0077, -3
- Cn1cnnc1Sc1cc(N2CCNCC2)ccc1[N+](=O)[O-]
 : 1, -1, -0.4, 2, 2, 0.5, 6, 0.48, -18
- CCN(CCO)c1ccc(N=Cc2c(O)n(C)c(=S)[nH]c2=O)cc1
 : -1, -44, 9.3, 39, -3, 2.4, -7, -3.2, -6
- O=C1NC(=O)N(c2ccc(F)cc2)C(=O)/C1=C/c1ccc2c(c1)CCCN2Cc1ccccc1
 : 11, 187*, -1.2, -36, 23, -0.6, -13, i, 20
- CC(C)C1(C)N=C(c2nc3ccccc3cc2C(=O)O)NC1=O (stereo not given)
 : -10, -14, 0.9, -12, -6, 0.6, 22, 0.58, 2
- CCN1CCN(Cc2ccc(OC(F)(F)F)cc2)CC1
 : -13[20 µM], -12, -0.4, 9, 21, 0.0, 8, -1.9, -2
- COCc1cc(OC(=O)N(C)C)nc2c1c(C)nn2C
 : -24, -14, 1.0, -20, 0, 0.7, -16, 0.4, -5
- Cc1ccc(CCN2CC(C(=O)N3CCC4(CC3)OCCO4)CC2=O)cc1 (stereo not given)
 : -23, -11, 0.4, -16, 5, 0.9, 20, nt, -3
- CCCCn1c(O)c(/C(CC)=N/N2CCCCC2c2cccnc2)c(=O)[nH]c1=S (stereo not given)
 : -2, -27, -1.8, -33, 1, -0.5, 7, 0.65, -27
- COc1ccc(-c2nc3ccccc3c(=O)n2-c2ccc(OC)cc2)cc1
 : -24, -5, 0.2, -17, -7, 0.7, 20, -1.6, -5
